KCNK3 block: human KCNK3 channel inhibitors, primary screen, CHO cells, FluxOR thallium flux, B-score; AID 602410, 2012; B-score at 10 µM; hit rate 0.84% among 340,000; Potassium channel subfamily K member 3 (Homo sapiens), O14649; FluxOR fluorescence; stronger effect = lower value;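 active = B-score under library mean minus 4 SD, starting fluorescence ratio at most library mean plus 5 SD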;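 note: more negative B-score means stronger inhibition of thallium flux through KCNK3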
Target sequence (O14649 whole entry, looked up): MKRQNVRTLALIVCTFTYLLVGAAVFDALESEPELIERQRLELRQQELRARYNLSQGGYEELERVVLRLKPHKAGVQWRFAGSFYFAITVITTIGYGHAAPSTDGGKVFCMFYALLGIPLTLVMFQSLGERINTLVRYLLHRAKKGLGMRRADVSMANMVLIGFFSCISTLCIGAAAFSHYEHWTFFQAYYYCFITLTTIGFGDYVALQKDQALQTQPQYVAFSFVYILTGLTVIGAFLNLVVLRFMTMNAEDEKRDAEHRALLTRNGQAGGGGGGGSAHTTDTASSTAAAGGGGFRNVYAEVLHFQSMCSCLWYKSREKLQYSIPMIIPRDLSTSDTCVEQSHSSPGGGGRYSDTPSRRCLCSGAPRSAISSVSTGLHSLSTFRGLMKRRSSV
HDAC3 inh: HDAC3 deacetylase inhibitors, primary screen, biochemical, fluorescence, cell-free homogeneous | hit rate 0.15% among 320,000 | inhibition, % at 8.3 µM | Histone deacetylase 3 (Homo sapiens), O15379 | recombinant HDAC3, fluorogenic peptide/trypsin coupled; in the data active = inhibition above about 26%, passing the limit was not always enough; inconclusive = no clear call, values can overlap the other calls
Target sequence (O15379 whole entry, looked up): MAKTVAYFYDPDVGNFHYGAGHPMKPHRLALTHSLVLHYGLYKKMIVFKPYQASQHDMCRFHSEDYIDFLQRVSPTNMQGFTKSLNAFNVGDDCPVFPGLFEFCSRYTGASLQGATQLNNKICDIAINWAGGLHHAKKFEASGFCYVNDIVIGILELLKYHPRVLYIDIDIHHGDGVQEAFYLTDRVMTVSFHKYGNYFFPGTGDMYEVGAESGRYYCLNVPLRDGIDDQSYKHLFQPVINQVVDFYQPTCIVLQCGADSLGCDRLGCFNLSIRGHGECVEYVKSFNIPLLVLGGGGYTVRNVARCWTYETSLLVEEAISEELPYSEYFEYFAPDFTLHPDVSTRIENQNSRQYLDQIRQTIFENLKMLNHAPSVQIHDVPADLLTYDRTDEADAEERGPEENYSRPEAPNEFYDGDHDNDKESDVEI
ANO1 activ: TMEM16A chloride channel activators or potentiators, primary screen, cell-based, HTS. Anoctamin-1 (Mus musculus), Q8BHY3. HEK293 TMEM16A/YFP-H148Q/I152L, iodide quench fluorescence; stronger effect = lower value. B-score at 10 µM. hit rate 0.3% among 340,000. AID 623877, 2012;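 active = fluorescence-ratio B-score plate-corrected deviation score at least 3 library SD below zero, with starting fluorescence score within 5 deviations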;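 note: channel opened by trigger with iodide after compound preincubation; score built on the fluorescence ratio of max minus min over baseline; more negative score means more quench and so TMEM16A activation or potentiation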
The depositor's hits bear a star; i = inactive; ? = inconclusive.

Every second line gives: KCNK3 block, HDAC3 inh, ANO1 activ
CCOC(=O)[C@@H]1[C@H]2COc3cc(OC)ccc3[C@H]2N2C(=O)N(c3ccc(Br)cc3)C(=O)[C@]12C
 : i, 16.6, i
C=CC[C@@H](CC(=O)OC(C)(C)C)C(=O)OC[C@@H]1CCCN1C(=O)[C@@H](CC=C)CC(=O)N[C@@H](CO)Cc1ccccc1
 : i, 2.4, i
Cc1cc(C)n2nc(C(=O)OCC(=O)c3ccccc3)nc2n1
 : i, -0.3, i
Cc1cc(NC(=O)C(C)SCC(=O)OCc2ccc(Cl)cc2Cl)no1 (stereo not drawn)
 : i, 3.9, i
CC(NCC(=O)Nc1ccccc1C(=O)NC1CC1)c1cccs1 (stereo not drawn)
 : i, -9.4, i
C[C@H](CO)N1C[C@H](C)[C@@H](CN(C)C)Oc2c(NC(=O)CCC(F)(F)F)cccc2C1=O
 : i, -1.3, i
Cc1cc(C(=O)CSc2nnc(C3CC3)n2C2CC2)c(C)n1C(C)C
 : i, 6.1, i
C#CCCc1cocc1/C=[N+](\[O-])c1ccc(C(=O)OCC)cc1
 : i, 2.1, i
Cc1c(C=NNC(=O)c2ccc(Br)cc2)c2ccccn2c1C(=O)c1ccncc1
 : i, -1.2, i
NS(=O)(=O)c1cccc(NC(=O)COC(=O)Cn2cc(C(F)(F)F)ccc2=O)c1
 : i, 2.9, i
O=C(C[C@@H]1C/C=C\CCCC(=O)OC[C@@H]2CCCN2C1=O)N[C@@H](CO)Cc1ccccc1
 : i, -4.5, i
Cc1ccc(NC(=O)CN(C)C(=O)C(C)N2CCN(Cc3ccccc3C)CC2)cc1 (stereo not drawn)
 : i, 2.6, i
COc1ccc(NC(=O)Nc2ccc3c(c2)C(=O)N([C@H](C)CO)C[C@H](C)[C@@H](CN(C)C(=O)NC(C)C)O3)cc1
 : i, -1.3, i
Cc1ccccc1-c1nn(-c2ccccc2)cc1C(=O)NCC(c1ccco1)N1CCCC1 (stereo not drawn)
 : i, -2.7, i
CCN(CC(=O)Nc1cc(Cl)ccc1C)C(=O)CCc1nc2ccccc2c(=O)[nH]1
 : i, 0.1, i
CCCc1cc(=O)[nH]c(SCC(=O)Nc2ccc(OCc3ccccc3)cc2)n1
 : i, 3.9, i
COc1ccc(-c2cc(C(=O)N3CCN(c4ncccn4)CC3)c3ccccc3n2)cc1OC
 : i, 4.5, i
Cn1c(COc2ccc(Cl)cc2)nnc1SCC(=O)NC1CC1
 : i, -2.7, i
COc1cc(C(=O)NCCC2=CCCCC2)ccc1OCc1c(C)noc1C
 : i, 3.2, i
C[C@@H]1CN([C@@H](C)CO)C(=O)c2cccc(NC(=O)C3CCOCC3)c2O[C@H]1CN(C)S(=O)(=O)c1ccc(Cl)cc1
 : i, -3.3, i
Cc1nc(SCc2nc3ccc([N+](=O)[O-])cc3[nH]2)c2oc3ccccc3c2n1
 : i, 3.2, i
COc1ccc(C(=O)N2CCC2)cc1S(=O)(=O)NCc1ccc(Cl)cc1
 : i, 5.4, i
Cc1c(NC(=O)CSc2nc(N)cc(N)n2)c(=O)n(-c2ccccc2)n1C
 : i, 12.1, i
CCCN(C(=O)CSc1ncnc2sccc12)c1c(N)n(Cc2ccccc2)c(=O)[nH]c1=O
 : i, 2.5, i
COc1ccc(-c2cc(C(=O)OCC(=O)NC3CC3)c3ccccc3n2)cc1OC
 : i, 10.1, i
Cc1ccc(NC(=O)CNNC(=O)c2cccc([N+](=O)[O-])c2)cc1[N+](=O)[O-]
 : i, -8.4, i
CN1CCN(c2cc(-c3cc(O)c4ncccc4c3)ccn2)CC1
 : i, -3.6, i
Cc1ccc(N2CC(C(=O)OCC(=O)Nc3ccc(Cl)cc3)CC2=O)cc1 (stereo not drawn)
 : i, 10.2, i
O=C(NC1CCCCC1)c1ccc(-n2cncn2)c([N+](=O)[O-])c1
 : i, -5.7, i
CC(Sc1nnc(C2CC2)n1C)C(=O)Nc1ccc2c(c1)CCC2 (stereo not drawn)
 : i, -1.9, i

2 entries from above, reformatted:
O=C(NC1CCCCC1)c1ccc(-n2cncn2)c([N+](=O)[O-])c1
  KCNK3 block: i
  HDAC3 inh: -5.7
  ANO1 activ: i
CC(Sc1nnc(C2CC2)n1C)C(=O)Nc1ccc2c(c1)CCC2 (stereo not drawn)
  KCNK3 block: i
  HDAC3 inh: -1.9
  ANO1 activ: i

Structures from the list above that have a furan ring, fused or not (three):
Every second line gives: KCNK3 block, HDAC3 inh, ANO1 activ
C#CCCc1cocc1/C=[N+](\[O-])c1ccc(C(=O)OCC)cc1
 : i, 2.1, i
Cc1ccccc1-c1nn(-c2ccccc2)cc1C(=O)NCC(c1ccco1)N1CCCC1 (stereo not drawn)
 : i, -2.7, i
Cc1nc(SCc2nc3ccc([N+](=O)[O-])cc3[nH]2)c2oc3ccccc3c2n1
 : i, 3.2, i

Additional results
Every second line gives: KCNK3 block, HDAC3 inh, ANO1 activ
COc1ccc(C)cc1S(=O)(=O)N1CCN(C/C=C/c2ccccc2)CC1
 : i, 6.5, i
COc1cc(C(=O)Nc2ccc3nc(N4CCOCC4)sc3c2)cc(OC)c1OC
 : i, 7.1, i
CCOC(=O)N1CCN(C(=O)c2cccc(S(=O)(=O)Nc3ccccc3Cl)c2)CC1
 : i, -3.0, i
Cc1csc(=O)n1CCC(=O)OC(C)C(=O)Nc1ccc(N2CCOCC2)cc1 (stereo not drawn)
 : i, 3.5, i
COc1cc(OC)c(C(=O)OCC(=O)Nc2nnc(-c3ccccc3)o2)cc1OC
 : i, 4.4, i
C[C@@]12C(=O)NCC(=O)N1[C@@H]1c3cc(Br)ccc3OC[C@@H]1[C@@H]2c1ccccc1
 : i, 2.6, i
COc1ccc([C@H]2CC(=O)C=C(c3ccccc3-c3ccccc3)C2)cc1
 : i, -0.2, i
COc1ccccc1-c1sc2ccccc2c1C#CC1(O)CCCCC1
 : i, 14.4, i
CN(C(=O)COC(=O)c1ccc2ccccc2n1)c1ccccc1
 : i, 1.4, i
NC(=O)C1CCN(C(=O)c2cccc(CN3C(=O)c4ccccc4C3=O)c2)CC1
 : i, 8.6, i
COCC(C)n1c(SCC(=O)Nc2nccs2)nc2ccccc2c1=O (stereo not drawn)
 : i, -6.6, i
O=C(CN1CCN(c2ccccc2O)CC1)Nc1ccnn1C1CCCC1
 : i, 0.9, i
O=C(CC1SC(N2CCCCC2)=NC1=O)Nc1ccc(C(=O)NCCc2ccc(F)cc2)cc1 (stereo not drawn)
 : i, 3.5, i
O=C1CCc2cc(S(=O)(=O)NC3CCCCC3)ccc2N1
 : i, 4.1, i
CC(=O)c1cccc(NC(=O)C2CC(=O)N(c3ccc4c(c3)OCCO4)C2)c1 (stereo not drawn)
 : i, 2.1, i
COc1ccc([C@H]2CC(=O)C=C(c3ccccc3)C2)cc1
 : i, -0.6, i
COc1cccc(NC(=O)CN(C)CC(=O)c2c(N)n(Cc3ccccc3)c(=O)n(C)c2=O)c1
 : i, -5.9, i
CC1CCCC(NC(=O)COC(=O)c2ccc3c(c2)OCCO3)C1C (stereo not drawn)
 : i, -1.5, i
CC(=O)c1cccc(NC(=O)CSc2n[nH]c(=O)n2C2CC2)c1
 : i, -14.0, i
CCOc1ccc(C(=O)NC(C(=O)NCC(c2cccs2)N(C)C)C(C)C)cc1 (stereo not drawn)
 : i, 8.4, i
CC1(c2ccc(Cl)cc2Cl)NC(=O)N(CC(=O)NC2CCCCC2)C1=O (stereo not drawn)
 : i, -4.0, i
Cc1ccc(NC(=O)c2nc[nH]c2C(=O)NCCCCNC(=O)c2[nH]cnc2C(=O)Nc2ccc(C)cc2)cc1
 : i, -10.5, i
CC(NC(=O)CSc1ncccn1)c1ccc2c(c1)OCO2 (stereo not drawn)
 : i, -7.8, i
COc1cc(C=NNC(=O)c2ccc(NS(=O)(=O)c3cccs3)cc2)cc(Br)c1O
 : i, ?, i
CCOC(=O)C1=C(C)Nc2ccccc2N/C1=N\S(=O)(=O)c1cccc(Cl)c1
 : i, 4.2, i
CCOC(=O)C1CCN(C(=O)c2ccc3c(c2)OCCO3)CC1
 : i, -0.6, i
Cc1nc(SCC(=O)Nc2ccccc2Cl)c2c(C)c(C)sc2n1
 : i, 5.4, i
[O-][n+]1c2ccccc2c2n1CCN1CCOC21c1ccc(Cl)cc1 (stereo not drawn)
 : i, 0.6, i
O=C(C[C@H]1C/C=C\CC[C@H](Cc2ccc(F)cc2)C(=O)OC[C@H]2CCCN2C1=O)NCCO
 : i, 5.6, i
COc1ccc(S(=O)(=O)N2CCOCC2)cc1NC(=O)c1ccc2c(c1)OCO2
 : i, -3.0, i
O=C(Nc1ccccc1N1CCOCC1)c1cccc(S(=O)(=O)N2CCOCC2)c1
 : i, 1.9, i
O=S(=O)(NCCCNS(=O)(=O)c1c(F)cccc1F)c1ccc2c(c1)OCCO2
 : i, 2.0, i
C=CC[C@@H](CC(=O)N[C@H](CO)Cc1ccccc1)C(=O)N[C@H](C)COC(=O)[C@@H](CC=C)Cc1ccc(F)cc1
 : i, 19.7, i
O=C1COc2ccc(C(=O)COC(=O)c3ccccc3F)cc2N1
 : i, -0.4, i
C[C@H](CO)N1C[C@H](C)[C@@H](CN(C)S(=O)(=O)c2cccs2)Oc2c(NC(=O)Cc3ccccc3)cccc2C1=O
 : i, -0.4, i
COc1ccc(C(C#N)CCC2OCCO2)cc1OC (stereo not drawn)
 : i, 4.3, i
CC(=O)Nc1ccc(SCC(=O)NC(=O)c2ccccc2Br)cc1
 : i, 0.5, i
N#Cc1cc(C#N)c(SCC(=O)N2CC(=O)Nc3ccccc32)nc1N
 : i, -3.1, i
CC1CCC2(CC1)NC(=O)N(CC(=O)c1ccc(CNC(=O)C(C)(C)C)s1)C2=O (stereo not drawn)
 : i, -0.9, i
C[C@H]1COC(=O)[C@H](Cc2ccc(F)cc2)C/C=C\C[C@H](CC(=O)N(CCO)Cc2ccccc2)C(=O)N1
 : i, 7.3, i
CCC[C@H]1CCCC/C=C\CCCC(=O)OCCN1C(=O)OC(C)(C)C
 : i, 16.0, i
COc1ccccc1N1CCN(C(=O)C2Cc3ccccc3CN2C(=O)c2ccco2)CC1 (stereo not drawn)
 : i, 0.2, i
CCc1noc(C)c1C(=O)OCC(=O)Nc1cccc(C)c1
 : i, 1.9, i
O=C(OCC(=O)N1CCc2ccccc2C1)c1ccc(O)cc1
 : i, 5.7, i
CC(C)n1nc(C(=O)Nc2cccc(S(=O)(=O)N3CCOCC3)c2)c2ccccc2c1=O
 : i, 0.0, i
COc1ccc(S(=O)(=O)N2CCCCC2)cc1NC(=O)CN1C(=O)NC(C)(C2CC2)C1=O (stereo not drawn)
 : i, 3.8, i
O=C(Nc1ccc(S(=O)(=O)Nc2nccs2)cc1)c1ccccc1OC(F)F
 : i, 7.2, i
CC(C)(CNC(=O)c1cccs1)N1CCOCC1
 : i, 2.9, i
O=C(NCCCN1CCOCC1)c1cn(-c2ccccc2)nc1-c1ccc(F)cc1
 : i, -1.4, i
CC(Sc1nnc(C2CC2)n1C1CC1)C(=O)Nc1ccc(C(N)=O)cc1 (stereo not drawn)
 : i, 0.8, i
CCC(CCCO)CCC[C@H](C)CCC1OCCO1 (stereo partly drawn)
 : i, 2.6, i
C=CC[C@@H](CC(=O)OC(C)(C)C)C(=O)OC[C@H]1CCCN1C(=O)[C@@H](CC=C)CC(=O)NCCO
 : i, -2.8, i
CCN(Cc1nc2ccccc2c(=O)[nH]1)C(=O)c1ccc(C)c(NC(=O)c2ccco2)c1
 : i, -2.4, i
Cc1cccc(C(C)C)c1NC(=O)CSc1ncnc2[nH]ncc12
 : i, -5.7, i
CCOC(=O)c1cccc(N2CC3CNC(=O)C2(C(=O)OC)N3C)c1 (stereo not drawn)
 : i, -6.4, i
CC(C)CN(C(=O)C1COc2ccccc2O1)c1c(N)n(CC(C)C)c(=O)[nH]c1=O (stereo not drawn)
 : i, -3.6, i
Cc1ccc(S(=O)(=O)N2CCC[C@H]2C(=O)OCC(=O)N2CCc3ccccc32)cc1
 : i, -16.0, i
CN(C(=O)c1cccc(NC(=O)C2CCCN(C(=O)OC(C)(C)C)C2)c1)C1CCC1 (stereo not drawn)
 : i, -0.3, i
C[C@H](CO)N1C[C@H](C)[C@@H](CN(C)C(=O)NC2CCCCC2)Oc2c(NS(=O)(=O)c3cccs3)cccc2C1=O
 : i, -3.1, i
O=S(=O)(c1ccc2c(c1)CCN2)N1CCCC1
 : i, -1.6, i

Additional entries
Every second line gives: KCNK3 block, HDAC3 inh, ANO1 activ
CN(Cc1ccccc1)C(=O)c1nc[nH]c1C(=O)N1CCN(C(=O)OC(C)(C)C)CC1
 : i, 1.0, i
CC(=O)Nc1ccc(S(=O)(=O)N(C)CC(=O)N(C)Cc2sccc2C)cc1
 : i, -7.9, i
CCOc1ccc(OCCCC(=O)N(C)CC(=O)Nc2ccccc2Br)cc1
 : i, 1.0, i
COc1ccc(CCC(=O)OCC(=O)Nc2sccc2C(N)=O)cc1OC
 : i, -1.2, i
CCCCn1c(N)c(N(CC(C)C)C(=O)CSCC(=O)Nc2ccc(C)cc2)c(=O)[nH]c1=O
 : i, -1.2, i
O=C1CN(C(=O)CSc2nnnn2C2CC2)c2ccccc2N1
 : i, 0.9, i
C#CCOCCOCCOCCNc1nc(N2CCN(C(=O)[C@H](CCCN=C(N)N)n3cc(C(N)[C@@H](C)CC)nn3)CC2)nc(N2CCN(C(=O)[C@H](CCCCN)n3cc([C@@H](N)CC(N)=O)nn3)CC2)n1 (stereo partly drawn)
 : i, -4.6, i

Screening results from PubChem.

A portion of the library; the hit share may differ from the screen's.
